# Source: PubChem (several laboratories)
# ABCB1 block: inhibitors of human ABCB1 transporter, ABCG2 counter-screen | CCRF-Adr cells, JC-1 efflux, flow cytometry | AID 1326 | inhibition, % at 6.6 µM | P08183 | 0.067% of 190,000 active; in the data active = inhibition above about 40%;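 note: 0% = vehicle and 100% = reference inhibitor; higher value means more JC-1 retained so stronger ABCB1 efflux block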
# RGS4-Gao reg: modulates binding of RGS4 to human Galphao. P09471. Multiplexed bead flow cytometry; actives lie on both sides. binding response (% of control), % at 10 µM. 0.33% of 220,000 active; in the data active = binding response below about 49% or above about 150%; inactive = in between;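 note: fluorescent Galphao activated with aluminum fluoride binding bead-coupled RGS4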
# Target sequence (P09471 whole entry, looked up): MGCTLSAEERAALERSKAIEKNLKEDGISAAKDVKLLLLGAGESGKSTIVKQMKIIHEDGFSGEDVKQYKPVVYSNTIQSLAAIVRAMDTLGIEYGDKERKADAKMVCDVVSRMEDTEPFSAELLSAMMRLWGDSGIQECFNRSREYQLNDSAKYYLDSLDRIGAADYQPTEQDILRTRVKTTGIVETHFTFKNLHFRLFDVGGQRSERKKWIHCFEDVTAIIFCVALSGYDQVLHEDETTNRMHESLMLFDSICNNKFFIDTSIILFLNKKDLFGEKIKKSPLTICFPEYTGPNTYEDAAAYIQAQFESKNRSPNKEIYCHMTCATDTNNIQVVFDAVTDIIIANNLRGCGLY
# ABCG2 inh: blocks JC-1 efflux by human ABCG2 transporter; Q9UNQ0; IgMXP3 cells, flow cytometry; inhibition, % at 6.6 µM; 0.1% of 190,000 active; AID 1325;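 active = inhibition above 80%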;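 note: 0% = DMSO and 100% = nicardipine control wells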
#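 Test system: IgMXP3 cells (ABCG2) mixed with DDAO far-red-labelled CCRF-Adr cells (ABCB1). Reagent: JC-1 transporter substrate. Compound dosing: single test compound dose, 6.6 µM final. Times: 10 min compound exposure, 25 °C. Detection: flow cytometry of retained JC-1 fluorescence. Read-out basis: efflux inhibition in percent versus controls. Controls: nicardipine and DMSO wells.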
# Mcl1 Noxa PPI: Mcl-1/Noxa interaction inhibition. inhibition, % at 21.7 µM. 1.5% of 220,000 active. TR-FRET Mcl-1/Noxa peptide binding, 2 h. Q07820;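 active = compounds that cut the protein-peptide binding signal by more than 50% relative to plate controls in a single-dose test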;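 note: His-tagged Mcl-1 with rhodamine Noxa BH3 peptide and terbium anti-His antibody; 0% = Mcl-1 plus Noxa peptide wells and 100% = peptide-only wells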
# Target sequence (Q07820 whole entry, looked up): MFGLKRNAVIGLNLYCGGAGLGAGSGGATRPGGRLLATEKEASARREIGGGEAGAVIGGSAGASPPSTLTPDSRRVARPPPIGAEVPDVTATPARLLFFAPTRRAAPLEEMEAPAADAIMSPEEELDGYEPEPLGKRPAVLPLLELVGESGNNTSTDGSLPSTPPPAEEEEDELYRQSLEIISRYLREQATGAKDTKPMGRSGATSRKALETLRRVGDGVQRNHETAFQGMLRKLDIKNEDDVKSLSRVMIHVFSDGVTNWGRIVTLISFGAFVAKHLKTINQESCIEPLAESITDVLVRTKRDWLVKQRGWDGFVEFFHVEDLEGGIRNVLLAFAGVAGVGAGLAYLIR
# RGS7-Gao reg: modulates binding of RGS7 to human Galphao | 0.35% of 220,000 active | AID 1439 | Multiplexed bead flow cytometry; actives lie on both sides | P09471 | binding response (% of control), % at 10 µM; in the data active = binding response below about 49% or above about 150%; inconclusive = no clear call, values can overlap the other calls; inactive = in between;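 note: fluorescent Galphao held in activated GDP-AlF4 state binding bead-coupled RGS7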
# Avidin bead fluor: compound fluoresces at 488/530 nm on avidin beads; fluorescence (KMESF) at 10 µM; AID 1775; 0.38% of 220,000 active; compound fluorescence 488/530 nm, flow cytometry; active compounds read high; in the data active = fluorescence above about 47; note: inactives centre near 10
# RGS8-Gao reg: human RGS8-Galphao interaction regulation | P09471 | multiplexed bead flow cytometry, RGS8-Galphao binding; actives lie on both sides | response (percent of control binding), % at 10 µM | 0.34% of 220,000 active; in the data active = response below about 60% or above about 140%; inactive = in between;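 note: Galphao activated as the GDP aluminium fluoride complex binding bead-coupled RGS8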
# GSH fluor: compound fluoresces at 488/530 nm on GSH beads; GSH beads flow cytometry, compound fluorescence 488/530 nm; active compounds read high; fluorescence (KMESF) at 10 µM; 0.25% of 190,000 active; AID 1776; in the data active = fluorescence above about 89;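 note: glutathione beads carrying GST-tagged Bcl family fusion proteins plus one bare bead set; values are compound well signal with DMSO vehicle wells as background; inactives centre near 16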
# Bim-Mcl-1: disrupts Bim peptide binding to human Mcl-1; Q07820; Bead-based flow cytometry, Bim peptide-Mcl-1 binding; inhibition, % at 10 µM; 0.1% of 190,000 active; in the data active = inhibition above about 40%;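 note: 0% = no compound tracer wells and 100% = peptide blocker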
# Mcl1 Bid PPI: Mcl-1/Bid interaction inhibition | Q07820 | TR-FRET Mcl-1/Bid-Dy647 peptide binding, 1536-well | inhibition, % at 21.7 µM | 0.97% of 220,000 active;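 active = compounds that cut the binding signal by more than half at the single screening dose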;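 note: His-tagged Mcl-1 with europium anti-His antibody binding Bid BH3 peptide; 0% = Mcl-1 plus peptide wells and 100% = peptide-only wells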
# Pf gametocyte: P. falciparum stage V gametocyte viability inhibition; inhibition, % at 10.9 µM; P. falciparum stage V gametocytes, ATP luminescence, 24 h; AID 743093; 0.065% of 150,000 active;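 active = inhibition above the mean plus 3 SD of compounds within the control limits, set per campaign, cut at about 38% in these data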;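 note: 0% = DMSO wells and 100% = medium only without gametocytes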
# * marks the source's active call; other numbers are inactive results; ? = inconclusive; · = not tested or not shown.
Molecule	RGS4-Gao reg	Avidin bead fluor	ABCG2 inh	Bim-Mcl-1	Pf gametocyte	ABCB1 block	Mcl1 Noxa PPI	GSH fluor	RGS7-Gao reg	Mcl1 Bid PPI	RGS8-Gao reg
COc1ccccc1N1CCN(CC(=O)NC(=O)NCc2ccco2)CC1	97	14	13	-5	-1	1.1	5	18	98	-33	100
Cc1cc(-c2nnc(SCC(=O)Nc3nc(-c4ccc(Cl)cc4)cs3)o2)no1	100	8	·	·	-14	·	13	·	?	-91	104
COc1cc(CCCN2C(=S)NC[C@@H]2c2ccccc2)cc(OC)c1OC	97	5	3	3	-18	0.8	-8	20	98	-20	98
CCOC(=O)c1ccc2c(c1)nc(SCc1cn3ccsc3n1)n2CC	98	5	8	0	·	1.7	4	45	95	0	98
O=C(CCCCCCN1C(=O)c2ccccc2C1=O)Nc1nccs1	97	22	5	3	·	1.7	22	16	99	4	95
CCN(CCN(C)C)C(=O)c1ccc2c(c1NCCO)C(=O)c1ccccc1C2=O	104	9	0	-3	-8	-0.1	23	12	105	-4	106
CCOc1ccc(NC(=O)c2c(OC)cccc2OC)cc1	91	5	2	0	·	0.5	-4	21	89	-22	96
C/C(=C\C(=O)c1ccc(Br)cc1)Nc1ccc(Cl)cc1	98	5	6	-3	5	1.6	2	25	98	-11	99
Cc1ccc(CNC(=O)CN(C)S(=O)(=O)c2cnc[nH]2)cc1	98	3	5	-3	·	1.2	7	28	96	-2	99
CC(CCc1ccccc1)NC(=O)CCN1N=C(c2ccccc2)CCC1=O (stereo not given)	89	15	6	-2	-8	1.4	-4	12	87	-14	91
O=C(COc1ccccc1)N1CCc2ccccc2C1	103	14	1	-4	·	0.1	-15	23	103	-4	101
Cc1ccccc1N(CC(=O)NC1CCCC1)C(=O)c1oc(C(C)(C)C)cc1C	103	32	1	0	·	0.7	0	16	104	-11	103
COc1ccc([C@H]2Oc3cc(O)cc(O)c3C(=O)C2[C@@H]2C(=O)c3c(O)cc(O)cc3O[C@@H]2c2ccc(OC)cc2)cc1 (stereo not given in full)	101	12	·	·	-31	·	12	·	?	-8	100
CC(C)Cn1c(N)c(C(=O)COC(=O)c2c(F)cccc2F)c(=O)n(C)c1=O	101	25	3	-1	-25	1.1	-20	11	100	-7	103
CCN(CC)CCn1c(O)c(N=O)c2ccccc21	103	7	0	-4	·	-0.4	8	31	101	-22	110
CC(C)CN1C(=O)c2ccc(C(=O)Nc3nccs3)cc2C1=O	98	39	1	0	·	0.7	14	17	97	4	98
CCOC(=O)c1ccc(NC(=O)c2cn(CCC#N)nc2-c2ccc3c(c2)OCCO3)cc1	98	12	0	-3	15	-0.2	7	18	99	9	103
CCCCCCCCCCCCOC(=O)C[N+](C)(C)C	109	7	·	·	-11	·	-1	·	?	5	106
O=S(=O)(c1cccc(-c2cn3cccnc3n2)c1)N1CCCCCC1	107	12	6	-1	·	0.3	10	25	108	-11	104
CCOC(=O)C1(CCc2ccccc2)CCN(C(=O)c2cc(C)nc(C)n2)CC1	87	4	-2	-3	8	0.3	1	18	93	-18	93
COc1ccc(OC)c(NC(=O)C2CC(=O)n3ncnc3N2)c1 (stereo not given)	101	14	-4	-5	-12	2.3	-4	25	104	-35	104
COc1ccc([N+](=O)[O-])cc1NC1CCCCC1	98	21	1	1	9	-0.1	-2	10	92	-27	97
Nc1cc(Oc2cccnc2)cc([N+](=O)[O-])c1	102	5	1	-37	-9	-0.2	4	12	102	-15	98
CCCC(=O)Nc1nc2ccc(NC(=O)c3c(F)c(F)c(OC)c(F)c3F)cc2s1	98	11	0	0	-3	-0.4	-1	20	100	-23	102

# Complete entries as entered above. Screens in order: RGS4-Gao reg, Avidin bead fluor, ABCG2 inh, Bim-Mcl-1, Pf gametocyte, ABCB1 block, Mcl1 Noxa PPI, GSH fluor, RGS7-Gao reg, Mcl1 Bid PPI, RGS8-Gao reg
# CCOC(=O)c1ccc(NC(=O)c2cn(CCC#N)nc2-c2ccc3c(c2)OCCO3)cc1 as listed: 98, 12, 0, -3, 15, -0.2, 7, 18, 99, 9, 103
# CCCCCCCCCCCCOC(=O)C[N+](C)(C)C as listed: 109, 7, ·, ·, -11, ·, -1, ·, ?, 5, 106
# COc1ccc([N+](=O)[O-])cc1NC1CCCCC1 as listed: 98, 21, 1, 1, 9, -0.1, -2, 10, 92, -27, 97

# Additional results follow:
Molecule	RGS4-Gao reg	Avidin bead fluor	ABCG2 inh	Bim-Mcl-1	Pf gametocyte	ABCB1 block	Mcl1 Noxa PPI	GSH fluor	RGS7-Gao reg	Mcl1 Bid PPI	RGS8-Gao reg
O=C(OCN1C(=O)c2ccccc2C1=O)c1cccs1	99	6	0	1	·	0.2	9	17	98	-9	102
O=C(c1ccc(N2CCN(S(=O)(=O)c3ccccc3)CC2)c([N+](=O)[O-])c1)N1CCOCC1	98	7	5	-2	15	1.8	5	6	96	-13	89
C/C(=N\NC(=O)c1ccc(N/N=C(\C)c2ccncc2)cc1)c1ccncc1	102	13	-2	3	-4	-0.6	7	14	?	-10	103
COc1cccc(/C=N/Nc2nc3ccccc3n3cnnc23)c1	115	6	3	-6	2	-0.1	8	16	108	-10	104
O=C(CCCc1c[nH]c2ccccc12)Nc1ccc(S(=O)(=O)Nc2ncccn2)cc1	102	6	·	·	-2	·	15	·	?	-43	101
COCCCn1c(-c2ccc(S(=O)(=O)N3CCOCC3)cc2)csc1=Nc1ccccc1	98	11	2	2	6	0.8	-18	8	104	-28	99
COc1ccc(Cl)cc1S(=O)(=O)N1CCN(C(=O)c2cc(OC)c(OC)c(OC)c2)CC1	97	21	-2	-2	6	-1.9	17	21	103	-15	102
O=C(CN1CCN(c2ccc(F)cc2)CC1)Nc1ccccc1[N+](=O)[O-]	101	13	1	-2	-3	0.4	11	15	101	-14	108
O=C1NC(c2ccncc2)Nc2ccccc21 (stereo not given)	104	10	6	-1	2	0.5	1	12	103	-33	101
NC(=S)NNC(=O)c1ccccc1Cl	104	8	·	·	1	·	7	·	?	5	101
O=C(O)COc1ccc(/C=C/c2nc3ccc([N+](=O)[O-])cc3s2)cc1	103	6	·	·	-5	·	21	·	?	-8	100
COC(=O)C1C(c2ccc(Br)cc2)Nc2nnc(C(F)(F)F)n2C1(C)O (stereo not given)	100	10	1	0	-22	0.0	-8	13	101	4	100
CCOC(=O)N1CCC(NC(=O)c2cc3c(-c4cccc(OC)c4)nn(C)c3s2)CC1	101	18	6	0	-8	3.0	3	21	102	-34	99
C=CCn1c(=O)n2ncnc2c2c3c(sc21)CCCC3	99	14	2	0	·	0.6	19	12	99	-3	102
COCCn1c(SCC(=O)N(C(C)C)C(C)C)nnc1-c1cc2ccccc2cc1O	93	8	4	-1	8	1.6	10	45	93	-6	92
O=C(CSc1nc2ccccc2s1)N/N=C/c1cc([N+](=O)[O-])ccc1O	90	4	·	·	1	·	-25	·	?	-70	95
CCN1C(=O)N(S(=O)(=O)C(F)(F)F)[C@@H](c2ccccc2)C(C(=O)OC)=C1C	103	17	·	·	·	·	-19	·	?	-28	100
CCCCN(C(=O)NC(=O)Nc1ccccc1C)S(C)(=O)=O	101	9	8	1	·	0.8	-6	16	104	-1	103
CC(=O)Nc1ccc(OCC(=O)N2CCC(Cc3ccccc3)CC2)cc1	101	10	11	2	-21	0.8	4	19	103	-26	103
CCN(CC)c1cc(C)c2cc(NC(=O)CNC(C)=O)ccc2n1	104	8	-2	3	·	-0.7	·	34	105	·	103
O=C(NCCc1ccc2c(c1)OCCO2)c1ccc([N+](=O)[O-])cc1Cl	102	24	9	2	-35	0.5	15	7	100	-9	97
Cc1cccc(Cn2cc(SCC(=O)Nc3nccs3)c3ccccc32)c1	102	13	-4	0	·	-2.0	17	21	111	-26	106
CN1CCN(C(=S)Nc2ccccc2Cl)CC1	107	10	2	0	-18	-0.3	11	45	106	-71	104
COc1ccc(C(=O)NNC(=O)CSc2nnc(-c3ccc(O)cc3)n2C)cc1	102	11	1	3	37	0.3	15	24	104	-11	102
COc1ccc([N+](=O)[O-])cc1N(CC(O)CN(CC(C)C)CC(C)C)S(=O)(=O)c1ccc(C)cc1 (stereo not given)	100	7	·	·	3	·	10	·	?	-39	99
O=C(Nc1cccc(NS(=O)(=O)c2ccc(S(=O)(=O)NC3CC3)cc2)c1)c1ccccn1	100	14	2	0	·	0.2	6	36	99	-18	102
COc1ccc(S(=O)(=O)N(CC(=O)NC2CC2)c2ccc(C)cc2)cc1OC	101	10	0	0	·	0.1	0	21	102	-1	101
CCC(=O)Nc1cccc(C2=NOC3(C2)C[C@H](C(N)=O)N(C(=O)CC#N)C3)c1 (stereo not given in full)	101	9	·	·	·	·	6	·	?	-9	105
CCCCSc1nc2[nH]ncc2c(=O)[nH]1	103	4	1	-1	-6	1.1	18	8	105	-5	102
O=C(CN(C(=O)c1csnn1)c1cccc2c1CCCC2)NC1CCCC1	99	11	2	-1	·	1.7	2	9	99	7	99
Cc1ccc(S(=O)(=O)N2CCC(=O)N(CCOCc3cccc(Cl)c3)CC2)cc1	101	12	3	-1	·	2.0	-2	19	100	3	102
COCC(=O)N(Cc1cc2ccc(C)cc2[nH]c1=O)c1ccc(OC)cc1	86	8	3	0	-23	0.8	-12	7	87	-31	78
CC1CSc2nnc(CCc3ccccc3)n21 (stereo not given)	103	8	2	-4	·	0.8	-7	24	105	-1	100
CSc1ccccc1NC(=O)C1CCCO1 (stereo not given)	100	20	-2	-4	·	0.3	4	11	101	-15	97

# Three entries already listed, ordered by the number in ABCG2 inh, low to high:
compound	ABCG2 inh
CCCCSc1nc2[nH]ncc2c(=O)[nH]1	1
O=C(CN(C(=O)c1csnn1)c1cccc2c1CCCC2)NC1CCCC1	2
Cc1ccc(S(=O)(=O)N2CCC(=O)N(CCOCc3cccc(Cl)c3)CC2)cc1	3

# Rows were taken by chance; overall some 3.3% were active at least once.
